Screens (PubChem BioAssay)
DAX1 inh-1: inhibitors of human orphan nuclear receptor DAX1 (NR0B1) | P51843 | HEK293 Gal4-DAX1 luciferase reporter, luminescence | inhibition, % at 6.75 µM | hit rate 0.99% among 340,000 | AID 504766;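 active means inhibition above the mean over all tested compounds plus 3 SD, cut at about 4.2% in these data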;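 further: 0% = DAX1-transfected cells with DMSO and 100% = empty-vector control cells with DMSO; inhibition shows as a rise in luminescence from relieved DAX1 repression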
hcDAF-12 act: activators of H. contortus DAF-12 nuclear receptor; HEK293 hcDAF-12 lit1-tk-luc reporter, luminescence; 0% DMSO, 100% Δ7-dafachronic acid; hit rate 1.4% among 370,000; activation, % at 6.8 µM; AID 652067;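 active means activation above the mean of all tested compounds plus 3 SD, cut at about 5.5% in these data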;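 further: 100% = response to 3 µM Δ7-dafachronic acid high control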
SMARCA2 activ: SMARCA2 function activation, primary screen. MG213 cells, MMTV-luciferase reporter, dexamethasone, overnight. hit rate 1% among 370,000. activation, % at 9.1 µM; in the data active means activation above about 7.8%;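 further: 0% = vehicle wells and 100% = reference activator wells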
PLCb3 inh: blocks human PLC-beta3 enzyme activity. hit rate 0.18% among 370,000. AID 720704. inhibition, % at 12.2 µM. Q01970. Purified PLC-beta3, fluorogenic substrate, fluorescence; in the data active means inhibition above about 11%;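 further: 0% = median of compound wells on plate and 100% = full blocker control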
hgDAF-12 ag: agonists of H. glycines DAF-12 nuclear receptor; hit rate 1.8% among 370,000; HEK293 GAL4-hgDAF12 UAS-luciferase reporter, agonist luminescence; normalized to butyrate control; activation, % at 6.8 µM;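 active means activation above a cutoff set at the mean of all screened compounds plus 3 SD, cut at about 10% in these data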;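 further: 0% = DMSO wells and 100% = sodium butyrate wells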
NR1D1 modulator: Rev-erb alpha (human) modulation. hit rate 0.79% among 370,000. AID 1259318. activity, % at 10 µM. Rev-erbα–FITC-DNA binding, fluorescence polarization, 90 min;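 active means activity above about 14%, limit read from the data; passing the limit was not always enough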;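 further: 0% = DMSO wells with 35 nM protein and 100% = DMSO wells with 750 nM protein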
PG9 Ab binder: small molecules binding HIV-1 gp120 antibody PG9; TR-FRET gp120-PG9 antibody binding; inhibition, % at 6.7 µM; hit rate 0.43% among 360,000; AID 624416; in the data active means inhibition above about 8.5%
HGIII-sPLA2 inh: Blocks human group III sPLA2 activity. Q9NZ20. QFRET BODIPY PC-A2 liposome hydrolysis, fluorescence. inhibition, % at 12.2 µM. hit rate 0.56% among 370,000. AID 743126;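 active means inhibition above mean plus 3 SD of compounds lying within the high and low control bounds, cut at about 19% in these data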;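 further: 0% = median of test compound wells and 100% = no enzyme DMSO wells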
DAX1 inh-2: inhibitors of DAX1 repression of SF-1 activated StAR promoter. HEK293T StAR-luciferase reporter, SF-1/DAX-1 repression relief. inhibition, % at 6.8 µM. hit rate 1.1% among 370,000. AID 652010;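 active means inhibition above the mean over all tested compounds plus 3 SD, cut at about 3.6% in these data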;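 further: 0% = DAX-1 cells with DMSO and 100% = cells lacking DAX-1 with DMSO; higher inhibition means more luminescence from relief of DAX-1 repression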
ssDAF12 agonist: activates DAF-12 receptor from parasite S. stercoralis; HEK293 ssDAF-12/GRIP1 lit1-tk-luc reporter, luminescence; % of 3 µM dafachronic acid response; activation, % at 6.8 µM; hit rate 1% among 370,000; AID 652126;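 active means activation above the mean over all tested compounds plus 3 SD, cut at about 0.9% in these data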;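 further: 0% = DMSO-only wells and 100% = 3 µM delta7-dafachronic acid wells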
GAA850 FXN act: increases GAA850 frataxin promoter reporter activity; HEK293 lucGAA850 FXN promoter luciferase reporter, 24 h; percent of 10 µM SAHA response; activation, % at 6 µM; hit rate 0.56% among 360,000;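 active means activation above the average of all compounds screened plus 3 SD, cutoff fixed separately per campaign, cut at about 7.5% in these data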;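 further: 0% = DMSO wells and 100% = 10 µM SAHA wells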
Active calls of the source: *; i = inactive; . = not tested or not shown.

Values run as follows: hgDAF-12 ag	ssDAF12 agonist	PG9 Ab binder	PLCb3 inh	GAA850 FXN act	NR1D1 modulator	SMARCA2 activ	DAX1 inh-1	hcDAF-12 act	DAX1 inh-2	HGIII-sPLA2 inh
CCOC(=O)c1cc2c(=O)n3ccccc3nc2n(CCOC)c1=NC(=O)c1ccncc1
  -2.2	-1.4	-1.7	i	1.6	-11	2	0.3	-1.9	-1.8	2
Cn1c(=O)c2[nH]c(CCCc3nc4ccccc4[nH]3)nc2n(C)c1=O
  -1.9	-1.1	-0.9	-1	0.0	4	-3	-0.8	-0.2	0.3	7
COC(=O)c1cc(C(=O)OCC(=O)Nc2ccc(N3CCOCC3)cc2)cc([N+](=O)[O-])c1
  -0.4	-1.8	0.3	-4	0.8	9	-3	-0.4	-0.4	2.0	15
O=C(/C=C/c1cccc(F)c1)OCC(=O)N1CCCC1
  2.5	-1.3	-1.2	6	1.2	0	-4	-0.2	-0.6	-0.9	-5
O=C(Nc1ccc(S(=O)(=O)NCc2ccco2)cc1)c1ccc2ccccc2n1
  -2.9	-1.4	-0.8	-7	1.7	-2	-3	-0.8	-1.8	-2.2	-46
O=C(O)CCC(=O)N1N=C(c2ccc(Br)cc2)CC1c1ccc(Br)cc1 (stereo not given)
  -0.5	-1.1	-1.7	-5	0.0	3	3	-0.1	-0.5	-0.3	-8
O=C1NC[C@H](CCCCN2CCN(CCc3ccccc3)C(=O)C2=O)N(CCC2CCCCC2)C1=O
  1.6	-0.1	-0.7	1	.	-1	-5	.	-0.5	-0.4	5
O=C(CSc1nnc(Cc2cccs2)n1-c1ccccc1)NCc1ccc2c(c1)OCO2
  2.8	-1.2	-0.7	-1	-1.0	1	-1	-1.9	-0.7	-0.7	-4
Cc1nc(NCCc2ccc(F)cc2)c2nnn(Cc3ccccc3)c2n1
  -0.9	-1.3	-3.1	-1	0.6	-5	4	1.3	1.0	-0.1	1
CCOc1ccc2oc(C(=O)OCC(=O)NC3CC3)c(C)c2c1
  0.5	-1.3	0.0	-50	3.2	-1	2	-0.4	-1.6	0.0	-1
Cc1ccc(CCNC(=O)C2CCN(S(=O)(=O)c3ccc4nc5c(c(C(=O)O)c4c3)CCCC5)CC2)cc1
  -0.2	-0.9	0.3	-40	-0.8	-4	-5	0.8	-0.8	-0.4	0
COC(=O)CC1(c2cccc3ccccc23)C(=O)c2ccccc2C1=O
  -2.4	-1.5	-1.5	4	3.9	1	2	-0.5	0.3	-0.4	-9
O=[N+]([O-])c1ccc(N2CCN(c3ccccc3Cl)CC2)cn1
  -2.2	-1.2	-1.6	0	1.3	4	-1	-1.3	0.2	0.1	5
O=C(CSc1nc2ccccc2o1)Nc1ccc(N2CCOCC2)c(Cl)c1
  7.9	-1.6	0.5	-3	5.8	-5	-3	-2.1	-0.2	1.2	-25
CCOc1ccc(S(=O)(=O)N2CCN(Cc3ccc4c(c3)OCO4)CC2)cc1Cl
  0.1	-0.2	-0.1	-4	0.5	2	0	0.0	-0.9	-0.1	-16
O=C(NC1CCCCC1)C(C1CC1)n1c(=O)c(-c2ccco2)nc2ccccc21 (stereo not given)
  -3.3	1.9*	-0.5	-46	.	-1	-4	.	0.1	0.0	-5
COC(=O)[C@]1(Cc2ccccc2)N[C@H](CN(C)S(=O)(=O)c2ccc(C)cc2)[C@@H]2C(=O)N(Cc3ccccc3)C(=O)[C@@H]21
  -1.5	-1.4	-1.1	3	-2.4	3	-3	-1.4	-0.7	-1.2	-4
COc1cccc(CC(=O)OCc2csc(CC(=O)Nc3ccccc3C)n2)c1
  -2.4	-1.6	-1.3	-7	0.5	-2	-3	-0.5	-1.1	0.4	-39
COc1ccc(OC)c(NC(=O)CSc2n[nH]c(-c3cccnc3)n2)c1
  0.1	-1.3	0.2	-4	0.0	2	-3	-0.4	-0.4	-0.3	3
COc1ccc(S(=O)(=O)N2CCCCC2)cc1NC(=O)c1ccc(C)cc1
  -1.1	-1.0	-2.8	-5	1.1	5	-2	0.9	2.2	0.0	6
CNS(=O)(=O)c1cn(CC(=O)N(C)Cc2ccccc2)cc1S(=O)(=O)NC
  -1.7	-0.6	-0.5	-1	0.3	-5	3	0.9	1.3	-0.2	1
COc1cccc(NC(=O)C2(C)CCN2Cc2ccc(OC)c3ccccc23)c1 (stereo not given)
  0.9	-1.5	-1.1	0	2.5	9	-4	.	-1.7	-1.1	-7
CCNC(=S)NNC(=O)CSc1nc2ccccc2n1C
  1.4	-1.9	-0.1	-6	1.3	-5	-2	1.1	-1.5	0.1	7
COC(=O)CSc1ccc2nnc(CCNS(=O)(=O)c3ccccc3)n2n1
  -0.6	-1.1	-0.7	-1	0.6	-5	3	3.1	-0.4	0.5	4
COn1c(-c2ccccc2)nc2ccc(Cl)cc21
  12*	0.7	1.0	-23	0.5	4	-1	0.8	1.4	0.3	9
Cc1cccn2c(=O)c(C=O)c(NCc3ccccc3)nc12
  -1.9	-1.6	-0.6	-15	2.4	-2	-4	.	-0.6	-0.2	-2
N#C/C(=C/c1ccc(-c2ccc(Br)cc2)o1)C(=O)NC1CCCCC1
  -1.8	-1.6	-1.9	-38	2.7	5	-3	0.0	1.5	0.1	0
CCOc1cc2[nH]c(=S)n(CCCC(=O)NCc3ccccn3)c(=O)c2cc1OCC
  2.4	-0.7	-1.8	-7	1.3	-3	-1	0.3	-1.0	-0.2	12
COc1ccc(NS(=O)(=O)c2cccc(C(=O)NCc3ccccn3)c2)cc1
  -0.4	-1.2	1.1	-13	-1.1	4	-2	0.7	0.9	-1.9	0
COc1cc(C(Nc2ccc(S(=O)(=O)N3CCC(C)CC3)cc2)C(=O)NCC2CCCO2)cc(OC)c1OC (stereo not given)
  -1.3	-1.0	1.3	-1	0.9	1	-3	0.9	-1.6	0.8	0
Cc1ccn(C(=O)c2ccc(NC(=O)CC(C)C)cc2)n1
  -1.4	-0.8	-0.9	6	0.0	-4	1	0.9	-1.6	-0.3	19*
Cc1cc(N2C(=O)C3C4C=CC(C4)C3C2=O)ccc1Br (stereo not given)
  2.3	-1.1	1.6	3	-0.1	1	1	1.9	-1.2	-0.3	5
CC1CN(C2CCCCC2)c2nc3c(c(=O)n(C)c(=O)n3C)n2C1 (stereo not given)
  0.1	-1.0	0.7	1	2.1	2	-5	-1.1	-0.7	-0.5	-1
Cc1cc2nc(C(C)(C)C)c(Cc3ccsc3)n2c(C)c1Br
  1.5	0.4	1.2	-8	.	2	-5	.	2.7	4.1*	6
O=c1[nH]c(N2CCCCCC2)nc2ncn(Cc3ccccc3)c12
  3.3	-2.0	-1.0	-8	1.3	1	-1	-0.6	0.5	-0.1	1
CC(Oc1ccccc1)C(=O)Nc1nc(-c2ccccn2)cs1 (stereo not given)
  -3.2	-0.6	-1.2	-12	-1.5	-3	0	-1.6	-0.5	-3.1	-6
NS(=O)(=O)c1ccc(NCc2c(F)cccc2Cl)cc1
  -0.4	-1.5	2.1	2	-1.4	10	-1	-0.7	-0.9	-1.2	-7
COCCNc1nc2nonc2nc1N1CCCC1c1nccs1 (stereo not given)
  0.3	-0.6	-2.0	-17	2.0	-2	-6	0.6	-1.0	1.1	3
Nc1cc(=O)[nH]c(=O)n1Cc1ccco1
  0.7	-1.1	-0.8	2	1.2	-4	6	-0.6	-0.1	0.2	2
CCS(=O)(=O)Nc1ccc(C2=NN(S(C)(=O)=O)C(c3cccs3)C2)cc1 (stereo not given)
  1.2	-0.5	-0.5	-25	2.4	-2	4	0.8	5.0	1.1	-4
N#Cc1c(C(F)(F)F)cc(-c2ccccc2)nc1SCC(=O)Nc1sc2c(c1C#N)CCC2
  5.0	0.3	-0.6	-25	0.1	17	-2	0.9	2.4	0.0	1
Cc1cc(C)nc(NC(=NCCc2c[nH]c3ccccc23)NC(=O)Nc2ccc(Cl)c(Cl)c2)n1
  -0.1	-1.7	-3.3	2	1.4	6	-3	-1.1	-2.3	-0.2	-1
CCOc1ccc(NC(=O)CNC(=O)c2nn(-c3ccc(OC)cc3)c(=O)c3ccccc23)cc1
  -0.6	-1.1	3.8	-18	0.3	32*	-2	0.0	-0.5	-0.1	12
O=C(CNC(=O)c1cccs1)NC1=NCCS1
  2.2	-1.7	-2.1	0	1.2	2	-1	0.7	3.6	0.8	19
CCOC(=O)N1CCN(Cc2nc3c(c(=O)n(C)c(=O)n3C)n2Cc2ccccc2C)CC1
  -0.5	-1.6	2.4	1	0.1	-2	0	-1.1	0.8	-0.2	-2
CN1C(=O)CC(N2CCN(C(c3ccccc3)c3ccccc3)CC2)C1=O (stereo not given)
  -0.7	-0.7	0.4	0	-1.1	1	0	0.8	-0.9	-0.6	0
CCN(CC)C(=O)c1cccc(NC(=O)c2ccc3c(=O)n4c(nc3c2)CCC4)c1
  -0.5	-0.7	1.3	-14	0.2	-6	0	0.1	-0.7	0.4	-3
Cc1ccc(N2CC(C(=O)N/N=C/c3cccc([N+](=O)[O-])c3)CC2=O)cc1 (stereo not given)
  -0.6	-1.5	0.0	0	2.4	3	-1	-0.8	-0.9	0.1	-4
C/C(=N/NC(=O)CNC(=O)c1ccccc1F)c1ccc2c(c1)CCCC2
  1.1	-0.8	0.0	-1	5.8	-2	-3	-0.2	0.6	-0.2	3
O=C(NCC1CCCO1)C(=O)NCC1CCCN1S(=O)(=O)c1ccccc1 (stereo not given)
  -0.2	-0.7	0.4	-7	0.2	-2	0	0.3	0.0	-1.2	11

(more compounds)
Values run as follows: hgDAF-12 ag	ssDAF12 agonist	PG9 Ab binder	PLCb3 inh	GAA850 FXN act	NR1D1 modulator	SMARCA2 activ	DAX1 inh-1	hcDAF-12 act	DAX1 inh-2	HGIII-sPLA2 inh
COc1ccc(Cl)cc1NC(=O)COC(=O)/C=C/c1c(C)nn(C2CCS(=O)(=O)C2)c1Cl (stereo not given)
  -0.3	-2.3	-1.1	4	-2.9	9	-3	1.5	-4.5	-1.7	1
COC(=O)N1C(=O)[C@](c2ccc(Cl)cc2)(C(C)C)N1C(=O)OC
  1.0	-1.5	-0.8	3	4.7	6	1	-1.6	-0.5	0.0	7
CCN(CC)Cc1c(-c2ccccc2)[nH]c2ccc(C)cc2c1=O
  3.6	-0.9	0.2	0	0.5	-3	-1	1.3	-0.5	0.6	1
COc1ccccc1C(C)NS(=O)(=O)c1ccc(Cl)nc1 (stereo not given)
  -0.6	-1.3	1.4	-3	2.2	4	-1	-0.3	-1.3	3.2	0
Cc1ccc(C(C)NC(=O)Cn2nc(C)c([N+](=O)[O-])c2C)cc1 (stereo not given)
  0.2	-1.1	-0.8	2	-1.5	5	-2	1.5	-3.4	0.9	14
Cc1cc(NC(=O)CSc2nc3ccccc3n2CCC#N)no1
  3.1	-0.9	-0.1	-2	0.7	4	-1	-0.3	0.1	-0.7	1
